TMEM16A inh = inhibitors of mouse TMEM16A calcium-activated chloride channel; normalized B-score (activity score, 25-100; higher = stronger inhibition) at 10 µM; AID 588511; HEK293 TMEM16A/YFP iodide influx fluorescence, ionomycin; hit rate 1.2% among 310,000;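 active means ratio plate-corrected score three or more library SD toward inhibition, starting fluorescence score within five deviations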;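 further: score derived from kinetic fluorescence span divided by baseline fluorescence per well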
TRPC4 agonist = opens the mouse TRPC4 cation channel. Q9QUQ5. HEK293 TRPC4beta/mu-opioid, Fluo4 calcium fluorescence; active compounds read high. B-score at 10 µM. hit rate 0.49% among 310,000. AID 2237;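 active means B-score above 5 SD of library B-scores, and initial fluorescence ratio not above library mean plus 5 SD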;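 further: positive B-score marks a calcium rise read as TRPC4 activation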
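Technique: kinetic Fluo4 calcium fluorescence; Test system: TRPC4beta and mu-opioid receptor HEK293 stable cells; Measure: B-scored integrated calcium fluorescence ratio; Benchmarks: low control buffer alone, high control maximal DAMGO; Schedule: 45 min room-temperature Fluo4 loading, 110 s read.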
TRPC4 PAM = allosteric potentiators of mouse TRPC4 channel | Q9QUQ5 | HEK293 TRPC4beta/mu-opioid, DAMGO EC20, Fluo-4 Ca2+ flux; active compounds read high | B-score at 10 µM | hit rate 0.42% among 310,000;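 active means B-score of calcium response area above 5 SD of library B-scores, with initial fluorescence ratio within 5 SD of library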;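 further: B-score of integrated fluorescence ratio over time as area under calcium response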
RGS4 inh = human RGS4 inhibition; P49798; HEK293 M3R/RGS4 inducible, Fluo-4 calcium flux; active compounds read high; triggered by carbachol at its EC20; B-score at 10 µM; hit rate 0.45% among 310,000; AID 463165;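 active means B-score, a plate-corrected calcium signal, over three deviations above library mean, with baseline fluorescence within five deviations of library mean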;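 further: RGS4 expression induced by doxycycline in cells with stable M3 receptor; B-score is computed from the integrated fluorescence ratio over baseline after carbachol; higher B-score means a larger calcium signal and so more RGS4 inhibition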
Target sequence (P49798 whole entry, looked up): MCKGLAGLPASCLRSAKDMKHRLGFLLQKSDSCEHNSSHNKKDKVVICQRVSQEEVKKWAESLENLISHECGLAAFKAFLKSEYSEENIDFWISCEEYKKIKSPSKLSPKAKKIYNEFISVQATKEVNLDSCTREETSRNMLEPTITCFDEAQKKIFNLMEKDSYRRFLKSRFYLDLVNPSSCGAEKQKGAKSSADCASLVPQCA
MrgX1 PAM = human MrgX1 positive allosteric modulation, primary screen; hit rate 0.63% among 310,000; AID 588675; B-score at 10 µM; Q96LB2; MrgX1-HEK293, Fluo-4 calcium flux, FDSS; active compounds read high;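 active means plate-corrected calcium response at least 3 library SD above typical, normal starting fluorescence, not activating the receptor alone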;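 further: compound read alongside a low EC10 to EC30 dose of BAM8-22 agonist; peak minus trough fluorescence over baseline measured at the second addition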
ANO1 activ = mouse TMEM16A channel activation, primary screen | HEK293 TMEM16A/YFP-H148Q/I152L, iodide quench fluorescence; active compounds read low | Q8BHY3 | B-score at 10 µM | hit rate 0.3% among 340,000;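 active means fluorescence-ratio B-score plate-corrected deviation score at least 3 library SD below zero, with starting fluorescence score within 5 deviations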;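 further: channel opened by trigger with iodide after compound preincubation; score built on the fluorescence ratio of max minus min over baseline; more negative score means more quench and so TMEM16A activation or potentiation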
MrgX1 agonist = activates human MrgX1 receptor signaling; Q96LB2; MrgX1-HEK293 cells, Fluo-4 calcium fluorescence, agonist mode; active compounds read high; B-score at 10 µM; hit rate 0.44% among 310,000;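 active means calcium response B-score plate-corrected fluorescence ratio at least 3 library SD, with starting fluorescence B-score inside 5 SD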
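Material – MrgX1-expressing HEK293 cells · Input – 15,000 cells seeded per well · Dosing – compound as first of three additions · Times – overnight seeding, then 1 h dark dye loading · Measured by – kinetic Fluo-4 NW fluorescence of intracellular calcium · Read-out – B-scored fluorescence response ratio · Benchmarks – positive and negative control wells on each plate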
TRPC4 inh = blocks the mouse TRPC4 cation channel. Q9QUQ5. HEK293 TRPC4beta/mu-opioid, DAMGO-evoked Fluo4 calcium flux; active compounds read low. B-score at 10 µM. hit rate 0.39% among 300,000;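 active means B-score over 3 SD under the library average, no early fluorescence shift, positive overall ratio signal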
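Signal: kinetic Fluo4 fluorescence imaging of calcium influx. Material: stable TRPC4beta/mu-opioid receptor HEK293 cells. Probe or stimulus: DAMGO in two steps, submaximal then maximal.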
TRPC6 act = activates the mouse TRPC6 cation channel; Q61143; HEK293-TRPC6 membrane potential dye fluorescence; active compounds read high; B-score at 10 µM; hit rate 0.13% among 310,000; AID 2550;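 active means B-score of the integrated fluorescence ratio above library mean plus 3 SD, and starting fluorescence ratio within library mean plus 5 SD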;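 further: higher score means more depolarization so channel activation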
Target sequence (Q61143 whole entry, looked up): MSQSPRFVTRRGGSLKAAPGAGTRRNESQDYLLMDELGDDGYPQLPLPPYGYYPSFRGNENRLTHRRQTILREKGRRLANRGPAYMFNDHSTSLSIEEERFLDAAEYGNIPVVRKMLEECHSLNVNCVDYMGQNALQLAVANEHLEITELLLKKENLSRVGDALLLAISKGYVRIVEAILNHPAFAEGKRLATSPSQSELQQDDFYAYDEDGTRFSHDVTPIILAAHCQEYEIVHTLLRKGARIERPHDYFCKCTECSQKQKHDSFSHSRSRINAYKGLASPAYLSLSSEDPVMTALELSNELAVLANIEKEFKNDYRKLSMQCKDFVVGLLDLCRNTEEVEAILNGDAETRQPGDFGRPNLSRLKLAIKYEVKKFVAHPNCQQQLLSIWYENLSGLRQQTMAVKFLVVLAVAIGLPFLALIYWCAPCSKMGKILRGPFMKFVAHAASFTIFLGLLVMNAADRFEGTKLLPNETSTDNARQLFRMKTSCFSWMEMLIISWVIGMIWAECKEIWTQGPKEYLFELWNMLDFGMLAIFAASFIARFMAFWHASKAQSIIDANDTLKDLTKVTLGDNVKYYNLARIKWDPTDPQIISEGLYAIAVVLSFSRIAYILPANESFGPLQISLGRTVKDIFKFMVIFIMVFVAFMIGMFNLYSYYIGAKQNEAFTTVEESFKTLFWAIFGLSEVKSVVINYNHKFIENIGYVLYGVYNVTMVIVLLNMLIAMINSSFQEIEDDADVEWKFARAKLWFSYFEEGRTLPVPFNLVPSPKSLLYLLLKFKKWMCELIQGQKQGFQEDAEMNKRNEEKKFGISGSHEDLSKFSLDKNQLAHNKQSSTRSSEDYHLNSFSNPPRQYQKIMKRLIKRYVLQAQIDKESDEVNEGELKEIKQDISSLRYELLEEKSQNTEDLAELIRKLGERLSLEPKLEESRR
MrgX1 antagonist = antagonists of human MrgX1 receptor; hit rate 1.3% among 310,000; Q96LB2; MRGX1-HEK293 calcium flux, Fluo-4, BAM8-22 antagonism; active compounds read low; B-score at 10 µM; AID 588676;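 active means calcium-response B-score plate-corrected more than 3 library SD below zero, starting fluorescence within 5 deviations, no agonist response on first addition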;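 further: peak minus trough fluorescence over baseline after final BAM8-22 challenge near maximal dose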
TRPC6 inhibitor = blocks the mouse TRPC6 cation channel; HEK293-TRPC6, membrane potential dye, ACh-evoked depolarization; active compounds read low; hit rate 1.1% among 310,000; B-score at 10 µM; Q61143; AID 2553;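 active means B-score under library mean minus 3 SD, initial fluorescence not abnormally high, positive integrated signal ratio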;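 further: B-score derived from integrated fluorescence ratio over the kinetic read; more negative B-score means stronger inhibition of depolarization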
Starred values were filed as active, the others as inactive.

What do the screens show for `CCNC(=O)CSc1nc(-c2ccc(F)cc2)cs1`?
TMEM16A inh: inactive; TRPC4 agonist: inactive; TRPC4 PAM: inactive; RGS4 inh: inactive; MrgX1 PAM: inactive; ANO1 activ: inactive; MrgX1 agonist: inactive; TRPC6 act: inactive; MrgX1 antagonist: inactive; TRPC6 inhibitor: inactive

Results for COc1cccc(N=c2oc3c(C)ncc(CO)c3cc2C(N)=O)c1 ?
TMEM16A inh: inactive; TRPC4 agonist: inactive; TRPC4 PAM: inactive; RGS4 inh: inactive; MrgX1 PAM: inactive; ANO1 activ: inactive; MrgX1 agonist: inactive; TRPC4 inh: inactive; TRPC6 act: inactive; MrgX1 antagonist: inactive; TRPC6 inhibitor: inactive

Results for CCC1(CC)NC(=O)N(CC(=O)OCC(=O)c2ccccc2OC)C1=O ?
TMEM16A inh: inactive; TRPC4 agonist: inactive; TRPC4 PAM: inactive; RGS4 inh: inactive; MrgX1 PAM: inactive; ANO1 activ: inactive; MrgX1 agonist: inactive; TRPC4 inh: inactive; TRPC6 act: inactive; MrgX1 antagonist: inactive; TRPC6 inhibitor: inactive

Results for COc1cc(CN2CCC(C)CC2)ccc1OCc1ccccc1 ?
TMEM16A inh: inactive; TRPC4 agonist: inactive; TRPC4 PAM: inactive; RGS4 inh: inactive; MrgX1 PAM: inactive; ANO1 activ: inactive; MrgX1 agonist: inactive; TRPC4 inh: inactive; TRPC6 act: inactive; MrgX1 antagonist: inactive; TRPC6 inhibitor: inactive

What do the screens show for `Nc1nc(SCc2nc3scc(-c4ccccc4)c3c(=O)[nH]2)n[nH]1`?
TMEM16A inh: inactive; TRPC4 agonist: inactive; TRPC4 PAM: inactive; RGS4 inh: inactive; MrgX1 PAM: inactive; ANO1 activ: inactive; MrgX1 agonist: inactive; TRPC4 inh: inactive; TRPC6 act: inactive; MrgX1 antagonist: inactive; TRPC6 inhibitor: inactive

What do the screens show for `O=C(CCc1ccccc1)OCCOC(=O)CCc1ccccc1`?
TMEM16A inh: inactive; TRPC4 agonist: inactive; TRPC4 PAM: inactive; RGS4 inh: inactive; MrgX1 PAM: inactive; ANO1 activ: inactive; MrgX1 agonist: inactive; TRPC4 inh: inactive; TRPC6 act: inactive; MrgX1 antagonist: inactive; TRPC6 inhibitor: inactive

How did CS(=O)(=O)N1N=C(c2ccc3nccnc3c2)CC1c1ccccc1 (stereo not given) do in these assays?
TMEM16A inh: inactive; TRPC4 agonist: inactive; TRPC4 PAM: inactive; RGS4 inh: inactive; MrgX1 PAM: 6.53*; ANO1 activ: inactive; MrgX1 agonist: inactive; TRPC4 inh: inactive; TRPC6 act: inactive; MrgX1 antagonist: inactive; TRPC6 inhibitor: inactive

How did CC(C)Oc1cccc(C(=O)C2CCCN(C(=O)c3noc4c3CCCC4)C2)c1 (stereo not given) do in these assays?
TMEM16A inh: inactive; TRPC4 agonist: inactive; TRPC4 PAM: inactive; RGS4 inh: inactive; MrgX1 PAM: inactive; ANO1 activ: inactive; MrgX1 agonist: inactive; TRPC4 inh: inactive; TRPC6 act: inactive; MrgX1 antagonist: inactive; TRPC6 inhibitor: inactive

Results for CSc1nc2[nH]c3c(c2c2nncn12)CC(C)(C)OC3 ?
TMEM16A inh: inactive; TRPC4 agonist: inactive; TRPC4 PAM: inactive; RGS4 inh: inactive; MrgX1 PAM: inactive; ANO1 activ: inactive; MrgX1 agonist: inactive; TRPC4 inh: inactive; TRPC6 act: inactive; MrgX1 antagonist: inactive; TRPC6 inhibitor: inactive

Results for Cc1ccc(C(=O)NCC(=O)Nc2cccc(S(=O)(=O)NC3=NCCCCC3)c2)cc1C ?
TMEM16A inh: inactive; TRPC4 agonist: inactive; TRPC4 PAM: inactive; RGS4 inh: inactive; MrgX1 PAM: inactive; ANO1 activ: inactive; MrgX1 agonist: inactive; TRPC4 inh: inactive; TRPC6 act: inactive; MrgX1 antagonist: inactive; TRPC6 inhibitor: inactive

What do the screens show for `O=[N+]([O-])c1cc([N+](=O)[O-])c2nonc2c1Nc1ccccc1O`?
TMEM16A inh: 100*; TRPC4 agonist: inactive; TRPC4 PAM: inactive; RGS4 inh: inactive; MrgX1 PAM: inactive; ANO1 activ: inactive; MrgX1 agonist: inactive; TRPC4 inh: inactive; TRPC6 act: inactive; MrgX1 antagonist: inactive; TRPC6 inhibitor: inactive

How did COc1ccc(OC)c(-c2nnc(SCC(=O)NC3CCCCC3)o2)c1 do in these assays?
TMEM16A inh: inactive; TRPC4 agonist: inactive; TRPC4 PAM: inactive; RGS4 inh: inactive; MrgX1 PAM: inactive; ANO1 activ: inactive; MrgX1 agonist: inactive; TRPC4 inh: inactive; TRPC6 act: inactive; MrgX1 antagonist: inactive; TRPC6 inhibitor: inactive

How did O=C(NCCC(=O)N1CCC2(CC1)NCCc1[nH]cnc12)c1cccc(Br)c1 do in these assays?
TMEM16A inh: inactive; TRPC4 agonist: inactive; TRPC4 PAM: inactive; RGS4 inh: inactive; MrgX1 PAM: inactive; ANO1 activ: inactive; MrgX1 agonist: inactive; TRPC4 inh: inactive; TRPC6 act: inactive; MrgX1 antagonist: inactive; TRPC6 inhibitor: inactive

What do the screens show for `O=C(ON=C1CCN(S(=O)(=O)c2ccccc2)CC1)c1ccc(Cl)cc1`?
TMEM16A inh: inactive; TRPC4 agonist: inactive; TRPC4 PAM: inactive; RGS4 inh: inactive; MrgX1 PAM: inactive; ANO1 activ: inactive; MrgX1 agonist: inactive; TRPC4 inh: inactive; TRPC6 act: inactive; MrgX1 antagonist: inactive; TRPC6 inhibitor: inactive

What do the screens show for `CC(C)CCN1CCN(Cc2nc(-c3ccc(F)cc3)cs2)CC1CCO` (stereo not given)?
TMEM16A inh: inactive; TRPC4 agonist: inactive; TRPC4 PAM: inactive; RGS4 inh: inactive; MrgX1 PAM: inactive; ANO1 activ: inactive; MrgX1 agonist: inactive; TRPC4 inh: inactive; TRPC6 act: inactive; MrgX1 antagonist: inactive; TRPC6 inhibitor: inactive

Results for CCOC(=O)c1cc(-c2ccccc2)n(CC(=O)Nc2ccc(OCC)cc2)c1C ?
TMEM16A inh: inactive; TRPC4 agonist: inactive; TRPC4 PAM: inactive; RGS4 inh: inactive; MrgX1 PAM: inactive; ANO1 activ: inactive; MrgX1 agonist: inactive; TRPC4 inh: inactive; TRPC6 act: inactive; MrgX1 antagonist: inactive; TRPC6 inhibitor: inactive

How did NC1=NC(=O)/C(=C/c2ccccc2OS(=O)(=O)c2ccc3ccccc3c2)S1 do in these assays?
TMEM16A inh: inactive; TRPC4 agonist: inactive; TRPC4 PAM: inactive; RGS4 inh: inactive; MrgX1 PAM: inactive; ANO1 activ: inactive; MrgX1 agonist: inactive; TRPC4 inh: inactive; TRPC6 act: inactive; MrgX1 antagonist: inactive; TRPC6 inhibitor: inactive

How did Cc1noc(NS(=O)(=O)c2ccc(NC(=O)Cc3ccc([N+](=O)[O-])cc3)cc2)c1C do in these assays?
TMEM16A inh: inactive; TRPC4 agonist: inactive; TRPC4 PAM: inactive; RGS4 inh: inactive; MrgX1 PAM: inactive; ANO1 activ: inactive; MrgX1 agonist: inactive; TRPC4 inh: inactive; TRPC6 act: inactive; MrgX1 antagonist: inactive; TRPC6 inhibitor: inactive

Results for Fc1ccc2nc3n(c2c1F)CCCCCC3 ?
TMEM16A inh: inactive; TRPC4 agonist: inactive; TRPC4 PAM: inactive; RGS4 inh: inactive; MrgX1 PAM: inactive; ANO1 activ: inactive; MrgX1 agonist: inactive; TRPC4 inh: inactive; TRPC6 act: inactive; MrgX1 antagonist: inactive; TRPC6 inhibitor: inactive

Results for CCCCc1cc(=O)oc2cc(OC(C)C(=O)NCC3CCC(C(=O)O)CC3)c(Cl)cc12 (stereo not given) ?
TMEM16A inh: inactive; TRPC4 agonist: inactive; TRPC4 PAM: inactive; RGS4 inh: inactive; MrgX1 PAM: inactive; ANO1 activ: inactive; MrgX1 agonist: inactive; TRPC4 inh: inactive; TRPC6 act: inactive; MrgX1 antagonist: inactive; TRPC6 inhibitor: inactive

How did COc1ccc(/C=N/NC(=O)c2ccc(NC(=O)C3CCCCC3)cc2)cc1O do in these assays?
TMEM16A inh: inactive; TRPC4 agonist: inactive; TRPC4 PAM: inactive; RGS4 inh: inactive; MrgX1 PAM: inactive; ANO1 activ: inactive; MrgX1 agonist: inactive; TRPC4 inh: inactive; TRPC6 act: inactive; MrgX1 antagonist: inactive; TRPC6 inhibitor: inactive

How did COc1ccc(CN2CCNC(=O)C2CC(=O)N2CCCCO2)cc1OC (stereo not given) do in these assays?
TMEM16A inh: inactive; TRPC4 agonist: inactive; TRPC4 PAM: inactive; RGS4 inh: inactive; MrgX1 PAM: inactive; ANO1 activ: inactive; MrgX1 agonist: inactive; TRPC4 inh: inactive; TRPC6 act: inactive; MrgX1 antagonist: inactive; TRPC6 inhibitor: inactive

Results for O=C(Nc1nccs1)c1ccc(S(=O)(=O)N2CCOCC2)cc1 ?
TMEM16A inh: inactive; TRPC4 agonist: inactive; TRPC4 PAM: inactive; RGS4 inh: inactive; MrgX1 PAM: inactive; ANO1 activ: inactive; MrgX1 agonist: inactive; TRPC4 inh: inactive; TRPC6 act: inactive; MrgX1 antagonist: inactive; TRPC6 inhibitor: inactive

What do the screens show for `Cc1cc(Cl)ccc1NC(=S)N1CCN(Cc2ccc3c(c2)OCO3)CC1`?
TMEM16A inh: inactive; TRPC4 agonist: inactive; TRPC4 PAM: inactive; RGS4 inh: inactive; MrgX1 PAM: inactive; ANO1 activ: inactive; MrgX1 agonist: inactive; TRPC4 inh: inactive; TRPC6 act: inactive; MrgX1 antagonist: inactive; TRPC6 inhibitor: inactive

Results for O=C(N/N=C/c1ccc(N2CCOCC2)s1)c1ccccc1Br ?
TMEM16A inh: inactive; TRPC4 agonist: inactive; TRPC4 PAM: inactive; RGS4 inh: inactive; MrgX1 PAM: inactive; ANO1 activ: inactive; MrgX1 agonist: inactive; TRPC4 inh: inactive; TRPC6 act: inactive; MrgX1 antagonist: inactive; TRPC6 inhibitor: inactive

How did CC(=O)n1nc(-c2ccccc2)nc1NCc1ccc(F)cc1 do in these assays?
TMEM16A inh: inactive; TRPC4 agonist: inactive; TRPC4 PAM: inactive; RGS4 inh: inactive; MrgX1 PAM: inactive; ANO1 activ: inactive; MrgX1 agonist: inactive; TRPC4 inh: inactive; TRPC6 act: inactive; MrgX1 antagonist: inactive; TRPC6 inhibitor: inactive
